Screening data (PubChem)
KDM4E inh – blocks human JMJD2E demethylase activity. B2RXH2. JMJD2E catalytic domain, FDH-coupled NADH fluorescence (FDH is formaldehyde dehydrogenase). Potency, µM (titrated, usually from 57.1 µM), for the others: at the highest dose activity change, negative = inhibition, most hits filed as inhibitors. 1.6% of 230,000 active. AID 2147; active = well fitted inhibition curve with a large enough effect, not every such curve was filed as active; inconclusive = small, poorly fitted or top-dose-only effect, or another doubt; inactive = no such curve, though single readings can be large or run the other way;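 also: 0% = wells with enzyme and -100% = buffer wells without enzyme; nearly all actives have a fitted effect of over 50% in size; many of its hits are not listed in these tables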
ALDH1A1 inh – ALDH1A1 (human) enzyme inhibition. 7.3% of 220,000 active. Potency, µM (series often up to 75.3 µM), without a hit: top-dose activity, negative = inhibition, usual class: inhibitors. P00352. Purified ALDH1A1, NADH fluorescence, propionaldehyde substrate; active = well fitted inhibition curve with a large enough effect, not every such curve was filed as active; inconclusive = small, poorly fitted or top-dose-only effect, or another doubt; inactive = no such curve, though single readings can be large or run the other way;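 also: plate controls were no enzyme wells and a reference inhibitor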
Target sequence (P00352 whole entry, looked up): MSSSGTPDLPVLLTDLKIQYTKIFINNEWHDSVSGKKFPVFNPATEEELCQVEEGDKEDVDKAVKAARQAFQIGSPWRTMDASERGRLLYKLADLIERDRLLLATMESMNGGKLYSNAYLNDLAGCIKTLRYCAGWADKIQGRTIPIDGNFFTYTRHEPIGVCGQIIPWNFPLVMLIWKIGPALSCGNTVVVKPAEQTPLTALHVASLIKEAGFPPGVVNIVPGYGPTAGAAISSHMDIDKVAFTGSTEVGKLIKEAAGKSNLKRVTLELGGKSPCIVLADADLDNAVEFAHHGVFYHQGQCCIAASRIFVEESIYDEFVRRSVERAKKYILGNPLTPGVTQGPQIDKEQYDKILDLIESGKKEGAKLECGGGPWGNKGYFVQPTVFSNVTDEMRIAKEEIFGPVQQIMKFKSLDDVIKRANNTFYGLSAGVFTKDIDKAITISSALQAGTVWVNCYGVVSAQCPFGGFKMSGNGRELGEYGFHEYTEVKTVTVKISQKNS
RECQ1 inh – RECQ1 (human) helicase inhibition | 0.54% of 240,000 active | Potency, µM (doses to about 57.3 µM), for the others: at the top dose activity, negative = inhibition, hits mostly inhibitors | P46063 | AID 2549 | RECQ1 DNA unwinding, red fluorescence kinetic read;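 also: plate controls were vehicle for no effect and no enzyme for full effect; nearly all actives have a fitted effect of over 30% in size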
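RECQ1T1 50 nM; forked duplex (20 bp + 30-nt ss tails) 200 nM, ATP 2 mM final; pH 8.0, 2 mM MgCl2, 2.5 ug/ml poly(dI-dC); 15 min compound preincubation; discontinuous kinetic read over 2 h at RT.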
RGS12 GoLoco inh – RGS12 GoLoco-Gai1 interaction inhibition. AID 880. Gai1:RGS12 GoLoco peptide FP, rhodamine, 10 min. 0.44% of 230,000 active. P63096. Potency, µM (series often up to 61.6 µM), for inactives: top-dose activity, negative = inhibition, actives largely listed as inhibitors; active = well fitted inhibition curve with a large enough effect, not every such curve was filed as active; inactive = no such curve, though single readings can be large or run the other way; also: % is scaled to controls: 0 for no effect and ±100 for the full control effect; nearly all actives have a fitted effect of over 30% in size; many of its hits are not listed in these tables
Target sequence (P63096 whole entry, looked up): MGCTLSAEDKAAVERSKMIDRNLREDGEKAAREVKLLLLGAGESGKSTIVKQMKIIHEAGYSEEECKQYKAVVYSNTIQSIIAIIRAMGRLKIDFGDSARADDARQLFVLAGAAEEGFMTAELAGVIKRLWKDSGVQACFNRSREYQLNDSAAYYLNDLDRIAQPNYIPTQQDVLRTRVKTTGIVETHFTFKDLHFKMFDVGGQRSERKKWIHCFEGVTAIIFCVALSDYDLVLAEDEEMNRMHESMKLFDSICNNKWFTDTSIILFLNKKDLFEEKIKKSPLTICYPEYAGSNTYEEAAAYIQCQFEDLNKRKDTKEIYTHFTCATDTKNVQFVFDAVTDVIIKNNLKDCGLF
SMN2 splice up – SMN2 splice variant enhancement; HEK293 SMN2-luciferase splicing reporter, luminescence, 30-36 h; Potency, µM (series often up to 46.1 µM), without a hit: top-dose activity change, positive = activation, usual class: activators; 2.8% of 210,000 active; also: % of control where 0% means no effect; nearly all actives have a fitted effect of over 55% in size
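HEK293 cells carry an SMN2 minigene-luciferase reporter in which exon 7 inclusion puts luciferase in frame. Cells were seeded at 2000 cells/well, attached for 10-12 hours, then exposed to compounds for 30-36 hours at 37C before ONE-Glo luminescence.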
TR SRC2 fluor cs – counter-screen for TRb-SRC2 inhibitors: fluorescence interference; TRb/SRC2 Texas Red total fluorescence interference; Potency, µM (top dose mostly 106 µM), for the others: at the highest dose fluorescence change, negative = quenching; AID 1479; 0.29% of 280,000 active; active = well fitted curve in either direction with a large enough effect; inconclusive = small, poorly fitted or top-dose-only effect; also: % is scaled to controls: 0 for no effect and ±100 for the full control effect
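Flags fluorescent or light-absorbing compounds by total fluorescence, S + 2P, at 555 nm excitation and 632 nm emission. Mixture: 20 nM Texas Red SRC2 peptide, 0.6 uM human TRb LBD, 1 uM T3, 5% DMSO; compound exposure 5 h at ambient temperature.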
Lamin A splicing – changes lamin A minigene splicing in HeLa cells; HeLa LMNA splicing GFP/RFP minigene ratio, 48 h; Potency, µM (series often up to 46.1 µM), for the others: top-dose ratio change, negative = inhibition, usual class: inhibitors; 0.01% of 200,000 active; AID 1487; active = well fitted inhibition curve with a large enough effect in the signal ratio, with a control signal flat, not every such curve was filed as active; inconclusive = small, poorly fitted or top-dose-only effect, or effect the other way, or a change in a side signal; the % refers to the signal ratio; also: % is scaled to controls: 0 for no effect and ±100 for the full control effect
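S3 HeLa stable clones carrying a lamin A-EGFP splicing minigene plus DsRed2 were seeded at 600 cells/well in Opti-MEM with 2% FBS, pin-dosed and incubated 48 h at 37°C. Acumen cytometry (488 nm) gave the GFP/RFP total-intensity ratio.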
TRb SRC2 PPI – TRbeta-SRC2 interaction inhibition. P10828. TRbeta-SRC2 peptide binding, fluorescence polarization; receptor liganded with 1 µM T3. Potency, µM (titrated, usually from 106 µM), inactives show at the highest dose activity change, negative = inhibition, hits mostly inhibitors. 0.065% of 280,000 active;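 also: plate controls were bound peptide for no effect and peptide without receptor for full effect; nearly all actives have a fitted effect of over 50% in size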
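TRb LBD 0.6 uM + Texas Red SRC2 peptide 20 nM, 1 uM T3, Tris buffer w/ 5% DMSO; compound pinned, 5 h RT; FP read ex 555/em 632; normalized to unbound and bound controls.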
An asterisk follows results filed as active; i = inactive; ? = inconclusive; . = no result given; & = joins results of further samples; [ ] = remark or other dose. Unless noted, calls follow the shape of the dose curve; as a rule, active = well fitted curve in the direction sought with a large enough effect; inconclusive = small, poorly fitted or top-dose-only effect, or another doubt; inactive = no such curve, though single readings can be large; an effect the other way counts as inactive or inconclusive. Potency is read from the fitted curve at half-maximal effect. Only part of the results is shown, so the mix of outcomes need not match the whole.

Preview:
Values run as follows: KDM4E inh | ALDH1A1 inh | RECQ1 inh | RGS12 GoLoco inh | SMN2 splice up | TR SRC2 fluor cs | Lamin A splicing | TRb SRC2 PPI
COc1c2c(nc3occc13)C(CC=C(C)C)(OC)C(=O)C=C2 (stereo not drawn)
  3%&-1% | 6% | 0% | -1%&-8% | 14% | -2% | . | 0%
CC(C)N1CCN(Cc2ccccc2-c2ccco2)CC1CCO (stereo not drawn)
  -1% | 9% | i | 6% | . | 1%[53 µM] | 8%[46 µM] | 6%[53 µM]

The list itself, from the first entry:
Values run as follows: KDM4E inh | ALDH1A1 inh | RECQ1 inh | RGS12 GoLoco inh | SMN2 splice up | TR SRC2 fluor cs | Lamin A splicing | TRb SRC2 PPI
COc1c2c(nc3occc13)C(CC=C(C)C)(OC)C(=O)C=C2 (stereo not drawn)
  3%&-1% | 6% | 0% | -1%&-8% | 14% | -2% | . | 0%
CC(C)N1CCN(Cc2ccccc2-c2ccco2)CC1CCO (stereo not drawn)
  -1% | 9% | i | 6% | . | 1%[53 µM] | 8%[46 µM] | 6%[53 µM]
Cc1noc(C)c1CSCC(=O)OCc1nc2ccccc2c(=O)n1CC#N
  -22% | -8% | 27% | 40%[activator] | -5% | -2% | -2% | -17%
CC(C)CCOc1ccc(C(=O)N2CCCC2C(=O)O)cc1 (stereo not drawn)
  3% | 12% | i | 11% | . | -3% | ? | -3%
COC(=O)C(C)Sc1nc2c(c(=O)[nH]c(=O)n2C)n1CCC(C)C (stereo not drawn)
  -5% | ? | i | -3% | 4% | 4% | 0% | -7%
Brc1ccc(OCCCCCN2CCOCC2)cc1
  ? | -13% | -21% | 10% | -44%[inhibitor] | 0% | . | 4%
CC(c1ccccc1)C1NC(C(=O)O)CS1 (stereo not drawn)
  -1% | -4% | i | -9% | -6% | -2% | -15% | 3%
COC(=O)c1ccccc1NC(=O)CSc1[nH]c(=O)cc(C)c1C#N
  -8% | -6% | i | 6% | . | 0% | -6%[46 µM] | 4%
COC(=O)N1CCC[C@@]2(CCN(Cc3cc(C(F)(F)F)cc(C(F)(F)F)c3)C2)C1
  . | 12% | i | 6% | -3% | . | . | .
Cn1c(=O)c2c(nc(N3CCOCC3)n2C/C=C/c2ccccc2)n(C)c1=O
  2% | . | -2% | 4% | . | -4% | . | -8%
CCCCCC(=O)O[C@H](CC(=O)O)C[N+](C)(C)C
  -4% | 6% | i | 3% | . | -3% | . | 2%
COc1cccc2c(=O)c3cccc(N)c3[nH]c12
  ? | -14% | -14% | -1% | -17% | -1% | ? | -7%
O=C(CN1C(=O)C2CCCCC2C1=O)OCc1nnc(-c2ccccc2)o1 (stereo not drawn)
  17% | -7% | -10% | 2% | 7% | 2% | -4%[46 µM] | -2%
O=C(Nc1ccccc1N1CCOCC1)C1CCN(S(=O)(=O)c2ccccc2F)CC1
  ? | ? | -3% | 8% | 6%[1.84 µM] | 3% | ? | 8%
CCN(CC)S(=O)(=O)c1cc(NC(=O)CCNC(=O)c2ccccc2Cl)ccc1C
  -5% | 3% | -6% | 5% | -21% | -2%[53 µM] | -10% | -4%[53 µM]

4 of the compounds above, field by field:
CC(C)N1CCN(Cc2ccccc2-c2ccco2)CC1CCO (stereo not drawn)
  KDM4E inh: -1% | ALDH1A1 inh: 9% | RECQ1 inh: i | RGS12 GoLoco inh: 6% | SMN2 splice up: . | TR SRC2 fluor cs: 1%[53 µM] | Lamin A splicing: 8%[46 µM] | TRb SRC2 PPI: 6%[53 µM]

Cc1noc(C)c1CSCC(=O)OCc1nc2ccccc2c(=O)n1CC#N
  KDM4E inh: -22% | ALDH1A1 inh: -8% | RECQ1 inh: 27% | RGS12 GoLoco inh: 40%[activator] | SMN2 splice up: -5% | TR SRC2 fluor cs: -2% | Lamin A splicing: -2% | TRb SRC2 PPI: -17%

CC(C)CCOc1ccc(C(=O)N2CCCC2C(=O)O)cc1 (stereo not drawn)
  KDM4E inh: 3% | ALDH1A1 inh: 12% | RECQ1 inh: i | RGS12 GoLoco inh: 11% | SMN2 splice up: . | TR SRC2 fluor cs: -3% | Lamin A splicing: ? | TRb SRC2 PPI: -3%

COC(=O)C(C)Sc1nc2c(c(=O)[nH]c(=O)n2C)n1CCC(C)C (stereo not drawn)
  KDM4E inh: -5% | ALDH1A1 inh: ? | RECQ1 inh: i | RGS12 GoLoco inh: -3% | SMN2 splice up: 4% | TR SRC2 fluor cs: 4% | Lamin A splicing: 0% | TRb SRC2 PPI: -7%

(further entries)
Values run as follows: KDM4E inh | ALDH1A1 inh | RECQ1 inh | RGS12 GoLoco inh | SMN2 splice up | TR SRC2 fluor cs | Lamin A splicing | TRb SRC2 PPI
O=C(Cn1c(C(F)(F)F)nc2ccccc21)NCCCN1CCOCC1
  3% | ? | -4% | 4% | -42%[inhibitor] | -1% | 1% | -7%
CCOC(=O)c1c(C)[nH]c(C(=O)OCC(=O)c2c(N)n(C)c(=O)n(C)c2=O)c1C
  3% | 8% | -7% | 3% | 3% | -2% | -4%[46 µM] | 5%
COCCN(C(=S)Nc1ccccc1C)C(C)c1ccco1 (stereo not drawn)
  -8% | . | 4% | 1% | . | 0% | . | 3%
O=C(Nc1ccc(Br)cn1)c1coc(=O)c(Br)c1
  ? | . | ? | 5% | . | 0% | . | 1%
CCN=c1scc(-c2ccccc2)n1/N=C/c1ccccn1
  1% | ? | -3% | 3% | 14µM* | 3% | ? | -1%
CCOC(=O)C(C)Oc1cccc2c(=O)n(CC(=O)NCCc3ccc(OC)c(OC)c3)ccc12 (stereo not drawn)
  -16% | 15% | -11% | -6% | -18% | 0% | -2% | -4%
c1ccc(CN2CCN(CCOCCOc3ccc4c(c3)CCC4)CC2)cc1
  -10% | 10% | 0% | 1% | . | -5% | . | 1%
CCN1CCN(CC(=O)N2N=C(c3ccc(OC)cc3)CC2c2ccc(OC)cc2)C(=O)C1=O (stereo not drawn)
  ? | -7% | -1% | -5% | -31% | -2% | ? | -9%
COc1ccc(C2CC(=O)C(CS(=O)(=O)c3ccccc3)C(=O)C2)cc1 (stereo not drawn)
  132%[activator] | 7.9µM* | -4% | -13% | 8% | -8% | . | -6%
COc1cc(CCC(=O)OCC(=O)NC2CCCC(C)C2C)cc(OC)c1OC (stereo not drawn)
  -5% | ? | -18% | 9% | 4% | 0% | -1%[46 µM] | 2%
O=C1CC(N2CCCCCC2)C(=O)N1c1ccc2c(c1)OCO2 (stereo not drawn)
  -2% | 5µM* | i | -13% | 21% | 2% | -11% | -16%
NS(=O)(=O)c1ccc(NC(=O)CSc2nc3ccccc3n2-c2ccccc2)cc1
  -8% | 1% | -9% | 20% | -15% | 0% | ? | 3%
Cc1ccc(C)c(NC(=O)c2ccc[n+](Cc3ccc([N+](=O)[O-])cc3)c2)c1
  5% | 4% | i | 9% | -2% | 2% | 2% | -4%
N/C(Cc1ccc(Cl)cc1Cl)=N\OC(=O)Cc1cccs1
  -4% | 4% | i | -10% | 15% | 0% | ? | -10%
O=c1cnc2cnc(Nc3ccccc3)nc2n1C1CC1
  . | -1% | -6% | 4% | . | . | 13% | .
Brc1ccccc1-n1nnc(-c2cccnc2)n1
  6% | 7% | -4% | 0% | . | -1% | . | -6%
O=C(CSCc1ccccc1Br)NC1CC1
  19% | 1% | -1% | 6% | 27% | 1% | 5% | -4%
Cc1ccc(N2C(=O)[C@@H]3C(C(=O)CN4C(=O)c5ccccc5C4=O)=NN[C@@H]3C2=O)c(C)c1
  -3% | . | 0% | 4% | . | -5% | . | 0%
CCOc1cc(C(=O)N2CCCC2)cc(OCC)c1OCC
  -2% | -2% | 0% | 5% | ? | 2% | 1% | 4%
CCCCCCCCCC[n+]1cccc(C(=O)N(CC)CC)c1
  4% | -1% | 4% | 7% | ? | 0% | ? | -3%
CC(C)c1nc(Cl)c(C#N)c2c1CSC(C)(C)C2
  4% | 10% | -4% | 5% | -7% | 1% | -1% | -8%
CC(NCc1ccc2c(c1)OCO2)C(=O)N1CCc2ccccc21 (stereo not drawn)
  -3% | -4% | -4% | -2% | -18% | -27% | -11% | 8%
O=C(Nc1ccc(N2CCCC2)c(S(=O)(=O)Nc2cccc(C(F)(F)F)c2)c1)c1cccs1
  ? | 4% | -7% | 56%[activator] | -5% | -1% | ? | 2%
CCc1nc2oc3ccccc3c(=O)c2c(=O)n1Cc1ccccc1
  -5% | -7% | i | -3% | -13% | -6% | 6% | -5%
Cc1nnsc1C(=O)NNC(=O)c1ccc(C(F)(F)F)cc1
  4% | 6% | 10% | -1% | . | -1% | . | -2%
CCOCC(=O)Nc1nnc(SCCOC)s1
  4% | -11% | -15% | -7% | 18% | -1% | -2% | 2%
CC1CCCCC1NC(=O)CC1Oc2ccccc2NC1=O (stereo not drawn)
  -18% | 7% | -3% | -7% | -13% | 1% | -6% | -14%
CCc1ccc2oc(-c3cc(N)ccc3Cl)nc2c1
  ? | ? | i | 7% | ? | -6% | 1% | 11%
COc1ccc(C(=O)O/N=C(/c2ccccc2)c2ccncc2)cc1
  -4% | ? | -9% | 5% | . | -4% | . | 9%
COc1ccc(CN2CCOCCOCCOCC2)cc1
  3% | . | 0% | 0% | . | 0% | . | 0%
COC(=O)NNC(=S)NCc1ccc(C)cc1
  0% | 6% | 0% | -7% | 17% | -1% | -8% | -4%
CCc1nc2ccc(C(=O)Nc3nnc(C)s3)cc2nc1CC
  -7% | -1% | 0% | 16% | 7% | 3% | -5%[46 µM] | 3%
CSc1nc(N(C)CCO)c2sc3nc(-c4ccco4)c4c(c3c2n1)CCC4
  ? | ? | ? | 13% | 0% | -15% | ? | -12%
OCC1(Cc2cccc(Cl)c2)CCCN(Cc2ccc3cc(F)ccc3n2)C1 (stereo not drawn)
  0% | 0% | 1% | 4% | . | -5% | -9%[46 µM] | 1%
Cc1nn(Cc2ccccc2)c(Cl)c1/C=C/C(=O)OCC(=O)NC(C)C(C)C (stereo not drawn)
  -7% | -6% | -10% | -7% | -10% | -2% | -13%[46 µM] | 2%
CCCCOc1ccc(C(=O)Nn2cnnc2)cc1
  5% | 13% | -9% | 18% | -1% | 0% | 6% | 6%
